# Vif-A3G inh – blocks the Vif interaction with human APOBEC3G; 410,000 compounds, 0.076% hits; Potency, µM (doses to about 46.1 µM), inactives show at the highest dose activity, negative = active, usual class: inhibitors; HeLa A3G-eYFP + Vif (tagged APOBEC3G with the HIV-1 protein that degrades it), YFP fluorescence, overnight; Q9HC16;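 also: potency is read from the fitted curve at half-maximal effect; % is scaled to controls: 0 for no effect and ±100 for the full control effect; nearly all actives have a fitted effect of over 60% in size; hits raise eYFP signal because A3G escapes Vif-driven loss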
#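 HeLa cells stably expressing Vif and C-terminally eYFP-tagged A3G, seeded overnight at 37 deg C, then exposed to compound by pintool overnight at 37 deg C. Rise in yellow fluorescence (Ex 488/Em 500-530, Acumen) marks blocked Vif-driven A3G degradation.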
# GRP78 ERSR act – inducers of ER stress response in human glioma cells. U87-MG GRP78 promoter luciferase reporter, 16 h. Potency, µM, without a hit: at the top dose activation, usual class: activators. 420,000 compounds, 0.02% hits. AID 602332; also: potency is read from the fitted curve at half-maximal effect; series mostly up to about 76 µM; % of control where 0% means no effect; nearly all actives have a fitted effect of over 35% in size
#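 ERSR induction read as luciferase luminescence (Bright-Glo, 10 min at room temperature) in stably transfected human U87-MG glioma cells exposed to compounds for 16 h, using GRP78 as sensor.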
# IDH1 R132H inh – human IDH1 R132H inhibition; O75874; IDH1-R132H enzyme, NADPH consumption, diaphorase/resazurin fluorescence; Potency, µM (titrated, usually from 76.6 µM), without a hit: at the highest dose activity change, negative = inhibition, most hits filed as inhibitors; 390,000 compounds, 0.093% hits; AID 602179; also: potency is read from the fitted curve at half-maximal effect; % is scaled to controls: 0 for no effect and ±100 for the full control effect; nearly all actives have a fitted effect of over 65% in size
# Target sequence (O75874 whole entry R132H, stated change not applied): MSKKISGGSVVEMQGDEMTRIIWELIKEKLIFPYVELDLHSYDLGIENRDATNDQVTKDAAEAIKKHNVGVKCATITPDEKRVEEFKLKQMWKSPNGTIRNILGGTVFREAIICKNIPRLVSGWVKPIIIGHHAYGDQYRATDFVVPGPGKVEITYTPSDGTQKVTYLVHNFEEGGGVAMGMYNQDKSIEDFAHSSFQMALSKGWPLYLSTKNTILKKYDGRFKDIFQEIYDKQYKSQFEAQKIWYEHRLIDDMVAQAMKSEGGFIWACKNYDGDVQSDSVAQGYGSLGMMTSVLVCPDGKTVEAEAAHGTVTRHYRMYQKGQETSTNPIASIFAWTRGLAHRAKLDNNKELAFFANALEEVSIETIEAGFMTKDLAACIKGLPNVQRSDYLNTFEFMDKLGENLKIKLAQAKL
#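 IDH1-R132H (0.5 ug/mL) preincubated 30 min with compound, then NADPH (0.016 mM) and alpha-KG (2 mM) added; 80 min at RT, pH 7.5. Remaining NADPH coupled via diaphorase/resazurin to fluorescence (540/590 nm); concentration-response curves normalized to no-enzyme control.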
# TrxR1 substrate – rat thioredoxin reductase 1 substrate activity; O89049; purified TrxR1 substrate turnover, NADPH consumption readout; Potency, µM (highest dose often 114 µM), without a hit: top-dose activity change, negative = substrate turnover; 390,000 compounds, 0.01% hits; also: potency is read from the fitted curve at half-maximal effect; % is scaled to controls: 0 for no effect and ±100 for the full control effect; nearly all actives have a fitted effect of over 50% in size
# Target sequence (O89049 whole entry, looked up): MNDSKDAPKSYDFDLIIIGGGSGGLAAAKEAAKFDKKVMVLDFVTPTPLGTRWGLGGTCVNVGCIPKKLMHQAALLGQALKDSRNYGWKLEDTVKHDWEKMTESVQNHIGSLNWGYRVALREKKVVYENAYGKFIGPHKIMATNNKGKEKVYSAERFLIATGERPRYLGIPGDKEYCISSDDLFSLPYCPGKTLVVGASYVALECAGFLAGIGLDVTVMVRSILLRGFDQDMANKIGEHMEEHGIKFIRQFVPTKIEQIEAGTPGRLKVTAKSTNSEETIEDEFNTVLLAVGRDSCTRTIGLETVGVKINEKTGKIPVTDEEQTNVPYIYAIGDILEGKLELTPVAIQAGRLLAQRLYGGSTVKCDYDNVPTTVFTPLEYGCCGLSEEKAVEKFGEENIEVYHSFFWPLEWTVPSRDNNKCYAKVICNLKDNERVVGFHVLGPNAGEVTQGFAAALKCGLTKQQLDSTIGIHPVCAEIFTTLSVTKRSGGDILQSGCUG
#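 Rat TrxR1, dispensed at 90 nM, was prereduced with 400 uM NADPH (final) for 5 min at ~22 deg C, then incubated with compound 15 min before 400 uM selenite. A first-read NADPH fluorescence drop versus no-compound background flagged substrates.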
# Vif-APOBEC3F blk – blocks the Vif interaction with APOBEC3F. HeLa A3F-eYFP + Vif (tagged APOBEC3F with the HIV-1 protein that degrades it), YFP fluorescence increase. Potency, µM (doses to about 46.1 µM), inactives show at the top dose activity, negative = active. 390,000 compounds, 0.2% hits. AID 602313; also: potency is read from the fitted curve at half-maximal effect; % of control where 0% means no effect; nearly all actives have a fitted effect of over 65% in size
#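 HeLa cells stably expressing Vif plus C-terminally eYFP-tagged A3F were seeded, incubated overnight at 37 deg C, dosed with compound, incubated overnight again at 37 deg C. Yellow fluorescence (Ex 488/Em 500-530) reported blocked Vif-mediated A3F-eYFP degradation.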
# RXFP1 agonist – RXFP1 (human) receptor agonism | Potency, µM (highest dose often 57.5 µM), for inactives: top-dose activation, hits mostly activators | Q9HBX9 | 370,000 compounds, 0.3% hits | HEK293T-RXFP1 cAMP TR-FRET, 30 min; response scale: percent of porcine relaxin response, buffer zero | AID 2676; also: potency is read from the fitted curve at half-maximal effect; % is scaled to controls: 0 for no effect and ±100 for the full control effect; nearly all actives have a fitted effect of over 60% in size; many of its hits are not listed in these tables
#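 Agonist response is measured as cAMP accumulation in an RXFP1-transfected HEK293T line under PDE4 inhibition. Values are scaled between buffer-only and 29 nM porcine relaxin, and EC50s come from standard Hill equation fits.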
# USP1-UAF1 inh – USP1/UAF1 (human) deubiquitinase inhibition. recombinant USP1/UAF1, Ub-Rhodamine cleavage fluorescence. Potency, µM (doses to about 57.1 µM), without a hit: top-dose activity change, negative = inhibition, hits mostly inhibitors. 390,000 compounds, 0.23% hits. AID 743255; also: potency is read from the fitted curve at half-maximal effect; % is scaled to controls: 0 for no effect and ±100 for the full control effect; nearly all actives have a fitted effect of over 60% in size; inactives centre near -12
#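 In this screen, compounds sit with the deubiquitinase complex (1nM) for 15 min at room temperature before Ub-Rho is added at 150nM final. Fluorescence rise is then followed for 6 reads every 60 seconds.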
# PI4K2A inh – inhibitors of human PI4K2A | activity change, negative = inhibition, % at 76.9 µM | purified PI4K2A, ADP-Glo luminescence, 1 h; active compounds read low | Q9BTU6 | 420,000 compounds, 0.13% hits | AID 1346378; in the data active = activity change below about -50%; inconclusive = mostly about -30% to -49%;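 also: -100% = wells without enzyme as full effect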
#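 Compounds are screened against recombinant PI4K2A using PI as substrate and ATP, the latter dispensed at 300 microM. Reactions run one hour at ambient temperature before ADP-Glo detection; full inhibition defined by wells lacking enzyme.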
# LDHA inh – inhibitors of human lactate dehydrogenase A; activity change, % (values are at about 110 or 230 µM); purified LDHA, NADH/diaphorase-resazurin fluorescence; active compounds read low; 480,000 compounds, 0.15% hits; P00338; in the data active = activity change below about -30%; inconclusive = mostly about -25% to -30%;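 also: plate controls were DMSO wells for no effect and wells without enzyme for full effect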
#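 Resorufin fluorescence (ex540/em590), read at 0 and 20 min after diaphorase/resazurin addition, reports the NADH left after a 5 min room-temperature reaction of 2 nM human LDH5 with 0.06 mM NADH and 0.2 mM pyruvate.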
# * marks the source's active call; other numbers are inactive results; ? = inconclusive; nt = no result given; [ ] = another dose, or the depositor's remark. Unless noted, calls follow the shape of the dose curve; as a rule, active = well fitted curve in the direction sought with a large enough effect; inconclusive = small, poorly fitted or top-dose-only effect, or another doubt; inactive = no such curve, though single readings can be large; an effect the other way counts as inactive or inconclusive.
SMILES,Vif-A3G inh,GRP78 ERSR act,IDH1 R132H inh,TrxR1 substrate,Vif-APOBEC3F blk,RXFP1 agonist,USP1-UAF1 inh,PI4K2A inh,LDHA inh
CCCn1nc(NS(=O)(=O)c2ccccc2)c2cc3ccccc3nc21,0%,-7%,2%,0%,0%,-0.1%,-12%,2,-5
COc1ccc(-c2csc3ncnc(N4CCN(S(=O)(=O)c5ccccc5C#N)CC4)c23)cc1,-1%,-1%,3%,4%,-9%,1.0%,-15%,3,-5
COC(=O)c1scc2c(=O)cc(C(F)(F)F)[nH]c12,-1%,-3%,nt,115%[activator],-2%,9.6%,nt,-1,0
O=C(COc1ccccc1F)Nc1nnc(C2CCCC2)s1,2%,-3%,-2%,1%,-2%,-0.2%,-14%,1,-2
CCC(C)c1ccc(S(=O)(=O)N2CCN(CC(O)COCC3CCCO3)CC2)cc1 (stereo not drawn),-1%,-5%,-4%,0%,5%,0.3%,-11%,3,?
COc1ccc(OC)c(NC(=O)c2cc(S(=O)(=O)N(C)C)ccc2N2CCCC2)c1,-10%,-2%,3%,-4%,-3%,0.1%,-8%,5,0
Cc1ccc2nc(/C(C#N)=C\c3ccc(Oc4ccc([N+](=O)[O-])cn4)cc3)[nH]c2c1,-1%,-2%,-4%,-12%,-29%,0.6%,-11%,-2,-5
CCCCOC(=O)n1c(=S)oc2cc(Cl)ccc21,2%,1%,-1%,-15%,-6%,-0.9%,-13%,-15,4
COc1ccccc1NC(=O)C1CCN(S(=O)(=O)c2cccc3nonc23)CC1,-4%,-2%,3%,-1%[57.1 µM],6%,0.1%,-18%,0,1
CCc1ccc(-c2[nH]c3c(c2-c2sc(C)c(C(=O)OC)c2O)c(=O)[nH]c(=O)n3C)cc1,nt,nt,nt,-2%,nt,-1.4%,7%,1,1
O=C(O)/C(=C\c1ccco1)NC(=O)c1cccc2ccccc12,-6%,-3%,8%,5%[57.1 µM],-1%,-1.7%,-10%,1,-2
Cc1ccc(-c2nnc(CSc3nncn3N)o2)cc1,-4%,-4%,6%,-8%,1%,0.3%,4%,6,-4
O=C(N/N=C/c1ccsc1)c1ccc2ccccc2n1,-2%,2%,-7%,-10%,17%,0.5%,-10%,2,5
CC(=O)c1cnc2c(-c3ccccc3)c(C(F)(F)F)nn2c1C,-7%,-3%,-2%,-8%,4%,0.3%,-12%,-10,-11
COc1ccc(-n2c(SCC(=O)c3c(N)n(C)c(=O)n(C)c3=O)nc3ccccc32)cc1,-1%,4%,7%,6%[57.1 µM],3%,4.9%,3%,6,-6

# An excerpt of these results, as tab-separated lines.
smiles	Vif-A3G inh	GRP78 ERSR act	IDH1 R132H inh	TrxR1 substrate	Vif-APOBEC3F blk	RXFP1 agonist	USP1-UAF1 inh	PI4K2A inh	LDHA inh
COc1ccc(OC)c(NC(=O)c2cc(S(=O)(=O)N(C)C)ccc2N2CCCC2)c1	-10%	-2%	3%	-4%	-3%	0.1%	-8%	5	0
O=C(N/N=C/c1ccsc1)c1ccc2ccccc2n1	-2%	2%	-7%	-10%	17%	0.5%	-10%	2	5

# Whole records as entered above. Order of values: Vif-A3G inh, GRP78 ERSR act, IDH1 R132H inh, TrxR1 substrate, Vif-APOBEC3F blk, RXFP1 agonist, USP1-UAF1 inh, PI4K2A inh, LDHA inh
# `COc1ccc(OC)c(NC(=O)c2cc(S(=O)(=O)N(C)C)ccc2N2CCCC2)c1` is entered as -10%, -2%, 3%, -4%, -3%, 0.1%, -8%, 5, 0
# `Cc1ccc(-c2nnc(CSc3nncn3N)o2)cc1` is entered as -4%, -4%, 6%, -8%, 1%, 0.3%, 4%, 6, -4
# `O=C(O)/C(=C\c1ccco1)NC(=O)c1cccc2ccccc12` is entered as -6%, -3%, 8%, 5%[57.1 µM], -1%, -1.7%, -10%, 1, -2
# `COC(=O)c1scc2c(=O)cc(C(F)(F)F)[nH]c12` is entered as -1%, -3%, nt, 115%[activator], -2%, 9.6%, nt, -1, 0
# `CCc1ccc(-c2[nH]c3c(c2-c2sc(C)c(C(=O)OC)c2O)c(=O)[nH]c(=O)n3C)cc1` is entered as nt, nt, nt, -2%, nt, -1.4%, 7%, 1, 1

# Next section.
SMILES,Vif-A3G inh,GRP78 ERSR act,IDH1 R132H inh,TrxR1 substrate,Vif-APOBEC3F blk,RXFP1 agonist,USP1-UAF1 inh,PI4K2A inh,LDHA inh
CCN(CC)C(=O)C(=O)c1cn(CC(=O)NCc2ccc3c(c2)OCO3)c2ccccc12,2%,0%,2%,-5%,19%,2.1%,-13%,2,-2
NC(=O)NOCc1c(F)cccc1Cl,-2%,-4%,-6%,1%[57.1 µM],9%,-3.7%,-22%,4,-6
COc1cc(C)c(CN2CCN(C(C)C(=O)NC(C)c3ccccc3)CC2)cc1OC (stereo not drawn),-3%,2%,0%,4%,3%,-3.6%,-3%,-1,-7
COc1ccc(-c2sc3cc4c(cc3c2C#CC2(O)CCCCC2)OCO4)cc1,-5%,-1%,-7%,32%,-13%,0.8%,-12%,-2,0
CCN(CC)S(=O)(=O)c1cc(C(=O)N(C)CC(=O)Nc2ccc(Cl)cc2)ccc1Cl,0%,-3%,0%,-16%,1%,2.8%,-4%,-8,-6
Cc1cc(C)c2c(=O)n(CC(=O)NC3CCCC3)sc2n1,-9%,-2%,-2%,?,1%,6.7%,-12%,9,-2
CC1Cc2ccccc2N1S(=O)(=O)c1cnc(Cl)c(Cl)c1 (stereo not drawn),-11%,-4%,-4%,0%,-1%,-0.5%,-20%,8,1
COC(=O)COc1ccccc1/C=C1/NC(=O)NC1=O,1%,2%,2%,-9%,2%,4.0%,-23%,-5,-6
COCCCNCCOCCOc1ccc(Cl)cc1Br,0%,-4%,1%,-4%,-8%,-0.3%,-14%,-5,-19
O=C1C=C(c2cccc3c2sc2ccccc23)C[C@@H](c2ccc(Cl)cc2)C1,-5%,-5%,-15%,-4%,-8%,0.4%,13%,-5,-3
COc1cc(/C=N/NC(=O)COc2ccc(-n3cnnn3)cc2)ccc1OCC(N)=O,-1%,1%,-7%,3%,6%,-1.6%,-17%,0,-3
CCN(C[C@H]1N[C@@](CC)(C(=O)OC)[C@H]2C(=O)N(C)C(=O)[C@@H]12)C(=O)COc1ccccc1,-1%,-3%,0%[38.3 µM],-10%,-2%,nt,-23%,6,-2
O=C(NCc1ccccc1)c1cccc(N2CCCS2(=O)=O)c1,3%,-3%,-10%,3%[57.1 µM],3%,1.0%,-2%,0,-3
CC(=O)N1CCN(Cc2nc3cc(NC(=O)Cn4nc(C)c5ccccc5c4=O)ccc3n2C)CC1,1%,-2%,2%,-1%,1%,0.6%,-4%,-3,4
S=C(Nc1cccnc1)N1CCN(c2ccccc2Cl)CC1,0%,-2%,-2%,5%[57.1 µM],-11%,2.2%,-12%,-11,-8
CCOc1ccccc1C1C(C(=O)N2CCCCC2)=C(C)Nc2nc3ccccc3n21 (stereo not drawn),0%,0%,-5%,0%,-9%,0.5%,-12%,1,6
CC(=O)c1ccc(-c2cnc3c(NC=O)cc(-c4cccc(NS(C)(=O)=O)c4)cn23)cc1,?,-6%,nt,nt,nt,nt,nt,-2,-7
CSc1ccccc1C(=O)N1CCCCC1,0%,1%,-5%,3%,-4%,0.2%,-7%,9,-2
COc1ccc(-c2noc(CSc3nc4ccccc4c(=O)n3-c3ccccc3)n2)cc1OC,-5%,-4%,3%,14%[57.1 µM],0%,1.4%,-10%,-6,0
Cc1cccc(CCNC(=O)c2nn(C)c3c2CSc2ccccc2-3)c1,6%,-2%,-8%,-10%,1%,-1.4%,12%,-3,-5
CCNc1ccc(C(=O)OCC(=O)NCc2ccc(C)cc2)cc1[N+](=O)[O-],0%,-2%,2%,11%[0.0914 µM],0%,-1.5%,-15%,-1,-3
Fc1ccc(CNc2nc(-c3ccc(Cl)cc3)cc(C(F)(F)F)n2)cc1,-4%,-2%,-5%,-1%,?,-0.7%,-17%,-2,-7
O=C1c2ccc([N+](=O)[O-])cc2C(=O)N1Cc1cccnc1,-3%,-3%,-8%,-8%,7%,12%,-20%,-11,-3
CC(=O)NC1CCC(OC(=O)Nc2ccccc2)CC1 (stereo not drawn),4%,1%,15%,13%[57.1 µM],-3%,nt,-14%,-3,-7
CCn1cc(Cl)c(C(=O)NNC(=O)CCn2cc([N+](=O)[O-])cn2)n1,0%,-6%,0%,-1%,-8%,0.2%,-12%,0,2
COc1ccc(C(=O)c2ccccc2CN2C(=O)c3ccccc3C2=O)cc1,1%,0%,5%,8%[11.4 µM],5%,nt,-8%,4,-5
COc1ccc(CN2CCN(S(=O)(=O)c3ccc(F)cc3)CC2)cc1OC,-1%,-3%,-2%,8%,-1%,0.4%,1%,2,-17
COCCn1c(SCC(=O)N2CCCC2)nc2c(c1=O)SCC2,1%,-3%,6%,nt,3%,nt,?,-3,1
N=c1c(C(=O)NC2CCCC2)cc2c(=O)n3ccccc3nc2n1C1CCCC1,-8%,-3%,-7%,316%[activator],-6%,0.1%,-4%,0,0
CCOC(=O)c1c(NC(=O)CC)sc2c1CCN(Cc1ccccc1)C2,0%,-4%,-7%,4%[57.1 µM],1%,4.5%,-21%,6,-5

# Screens deposited in PubChem BioAssay by National Center for Advancing Translational Sciences (NCATS).

# Not all compounds are listed, so the mix of outcomes need not match the whole.
